# From PubChem
# BAZ2B inh – blocks human BAZ2B; Q9UIF8; AlphaScreen BAZ2B-H3K14Ac peptide displacement; Potency, µM (series often up to 114 µM), inactives show at the highest dose activity change, negative = inhibition, most hits filed as inhibitors; 360,000 tested, 4.4% active; AID 504333; note: % is set by controls: 0 for no effect and ±100 for the full control effect; nearly all actives have a fitted effect of over 60% in size
# Target sequence (Q9UIF8 whole entry, looked up): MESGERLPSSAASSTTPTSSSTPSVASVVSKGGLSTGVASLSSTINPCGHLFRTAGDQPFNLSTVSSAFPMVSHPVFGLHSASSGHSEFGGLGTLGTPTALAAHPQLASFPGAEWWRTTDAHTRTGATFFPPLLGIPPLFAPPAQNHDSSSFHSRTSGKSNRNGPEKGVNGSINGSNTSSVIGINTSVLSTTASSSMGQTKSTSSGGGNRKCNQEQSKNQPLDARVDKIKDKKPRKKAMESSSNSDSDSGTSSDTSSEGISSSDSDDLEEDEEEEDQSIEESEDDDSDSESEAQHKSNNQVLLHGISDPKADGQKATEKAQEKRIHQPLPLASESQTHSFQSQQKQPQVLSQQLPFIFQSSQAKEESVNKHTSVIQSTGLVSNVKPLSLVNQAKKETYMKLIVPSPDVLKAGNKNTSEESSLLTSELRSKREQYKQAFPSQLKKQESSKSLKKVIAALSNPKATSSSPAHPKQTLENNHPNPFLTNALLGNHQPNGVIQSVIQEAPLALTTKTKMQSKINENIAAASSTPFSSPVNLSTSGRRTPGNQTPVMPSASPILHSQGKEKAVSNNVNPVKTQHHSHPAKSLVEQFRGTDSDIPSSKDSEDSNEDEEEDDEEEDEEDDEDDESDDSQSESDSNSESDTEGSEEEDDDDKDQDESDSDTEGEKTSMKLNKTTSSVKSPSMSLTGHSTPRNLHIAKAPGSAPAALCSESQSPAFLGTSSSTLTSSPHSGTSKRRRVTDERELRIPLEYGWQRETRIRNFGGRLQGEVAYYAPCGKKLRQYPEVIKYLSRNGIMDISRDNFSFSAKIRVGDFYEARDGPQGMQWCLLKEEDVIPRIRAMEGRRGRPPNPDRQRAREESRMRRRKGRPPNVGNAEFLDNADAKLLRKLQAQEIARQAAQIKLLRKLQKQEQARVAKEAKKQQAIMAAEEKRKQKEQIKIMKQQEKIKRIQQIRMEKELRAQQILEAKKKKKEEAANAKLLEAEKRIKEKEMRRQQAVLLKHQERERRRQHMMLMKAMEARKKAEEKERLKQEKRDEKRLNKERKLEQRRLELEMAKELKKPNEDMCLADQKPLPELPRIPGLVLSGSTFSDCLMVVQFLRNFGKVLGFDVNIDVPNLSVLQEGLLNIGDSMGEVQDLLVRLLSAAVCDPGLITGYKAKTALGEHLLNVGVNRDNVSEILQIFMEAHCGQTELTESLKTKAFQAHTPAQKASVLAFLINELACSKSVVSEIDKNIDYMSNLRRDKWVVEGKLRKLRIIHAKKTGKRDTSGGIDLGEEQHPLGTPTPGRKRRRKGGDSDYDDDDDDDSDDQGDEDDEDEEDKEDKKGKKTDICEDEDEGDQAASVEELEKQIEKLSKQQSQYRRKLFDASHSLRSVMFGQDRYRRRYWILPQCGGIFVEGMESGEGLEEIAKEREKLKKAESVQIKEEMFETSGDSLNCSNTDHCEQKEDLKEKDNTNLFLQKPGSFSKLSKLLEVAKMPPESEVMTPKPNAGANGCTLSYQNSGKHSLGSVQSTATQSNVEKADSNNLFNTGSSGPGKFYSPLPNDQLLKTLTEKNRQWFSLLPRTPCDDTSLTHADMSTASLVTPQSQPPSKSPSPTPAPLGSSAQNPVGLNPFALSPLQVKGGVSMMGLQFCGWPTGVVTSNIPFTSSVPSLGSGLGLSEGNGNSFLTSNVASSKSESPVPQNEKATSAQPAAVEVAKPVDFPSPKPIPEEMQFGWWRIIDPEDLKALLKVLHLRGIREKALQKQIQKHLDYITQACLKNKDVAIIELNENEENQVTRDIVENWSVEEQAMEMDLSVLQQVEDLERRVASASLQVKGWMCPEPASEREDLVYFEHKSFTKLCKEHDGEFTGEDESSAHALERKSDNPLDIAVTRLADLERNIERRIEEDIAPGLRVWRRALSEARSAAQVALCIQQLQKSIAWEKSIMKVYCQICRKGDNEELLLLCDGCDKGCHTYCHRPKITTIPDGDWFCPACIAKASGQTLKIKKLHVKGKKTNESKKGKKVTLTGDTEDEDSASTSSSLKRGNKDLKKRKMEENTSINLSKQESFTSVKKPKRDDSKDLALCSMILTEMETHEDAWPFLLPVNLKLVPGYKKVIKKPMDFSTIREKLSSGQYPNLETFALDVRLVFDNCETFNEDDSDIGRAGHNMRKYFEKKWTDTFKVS
#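 In this displacement format the biotinylated H3(5-23) peptide acetylated at Lys14 serves as ligand at 50 nM, with BAZ2B at 50 nM in PBS pH 7.4 containing 0.01% Tween-20. Donor and acceptor beads are 10 ug/mL final.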
# G9a block – G9a (human) methyltransferase inhibition | Q96KQ7 | G9a H3K9 monomethylation, AlphaScreen, 2 h | Potency, µM (titrated, usually from 102 µM), for inactives: top-dose activity, negative = inhibition, hits mostly inhibitors | 350,000 tested, 8.8% active | AID 504332; note: % is set by controls: 0 for no effect and ±100 for the full control effect; nearly all actives have a fitted effect of over 75% in size
#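 Methyltransferase reactions run at room temperature for 2 h (20 nM enzyme, 500 nM biotin-H3K9 peptide, 20 uM SAM) after a 15 min compound preincubation; product detected by AlphaScreen beads and anti-H3K9me1 antibody.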
# BLM inh – Bloom syndrome helicase (human) inhibition; P54132; recombinant BLM DNA unwinding, fluorescence dequenching; Potency, µM (top dose mostly 56.1 µM), for the others: top-dose activity change, negative = inhibition, usual class: inhibitors; 350,000 tested, 0.2% active; AID 2528;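 note: plate controls were vehicle for no effect and no enzyme for full effect; nearly all actives have a fitted effect of over 35% in size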
# JMJD2A Tudor – blocks the human JMJD2A Tudor domain | O75164 | Potency, µM (highest dose often 114 µM), inactives show top-dose activity change, negative = inhibition, most hits filed as inhibitors | AlphaScreen JMJD2A-Tudor / H3K4me3 peptide binding | 390,000 tested, 4.4% active; note: % is set by controls: 0 for no effect and ±100 for the full control effect; nearly all actives have a fitted effect of over 50% in size
# Pol kappa inh – DNA polymerase kappa (human) inhibition; Q9UBT6; purified Pol kappa, fluorescent DNA synthesis assay, 10 min; Potency, µM (highest dose often 107 µM), inactives show top-dose activity, negative = inhibition, most hits filed as inhibitors; 400,000 tested, 0.53% active; note: % is set by controls: 0 for no effect and ±100 for the full control effect
#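 50 nM final substrate added after 15 min RT preincubation of 10 nM Pol kappa with compound; fluorescence read at 0 and 10 min.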
# APEX1 inh – inhibitors of human APE1 endonuclease; P27695; recombinant APE1, TAMRA/BHQ-2 abasic DNA cleavage fluorescence; Potency, µM (doses to about 65.8 µM), without a hit: at the highest dose activity change, negative = inhibition, actives largely listed as inhibitors; 350,000 tested, 0.35% active; AID 2517;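 note: plate controls were vehicle for no effect and reference inhibitor for full effect; nearly all actives have a fitted effect of over 55% in size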
#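 Kinetic fluorescence read (525 ex/598 em nm, three reads 60 s apart) of AP-site incision; signal = third minus first read. Enzyme 0.75 nM, dual-labelled THF duplex 50 nM, compound preincubation 15 min RT.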
# Pol eta inh – DNA polymerase eta (human) inhibition | Potency, µM (doses to about 114 µM), without a hit: at the top dose activity change, negative = inhibition, hits mostly inhibitors | 390,000 tested, 1.2% active | recombinant Pol eta, fluorescent DNA replication assay | AID 588591 | Q9Y253; note: % is set by controls: 0 for no effect and ±100 for the full control effect
#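 Pol eta at 10 nM preincubated with compounds 15 min at room temperature; reaction started with fluorescent substrate (50 nM final) and read kinetically at 0 and 10 min.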
# Pol beta inh – inhibitors of human DNA polymerase beta | 340,000 tested, 1.3% active | AID 485314 | Potency, µM (series often up to 114 µM), inactives show top-dose activity change, negative = inhibition, actives largely listed as inhibitors | P06746 | Pol beta primer extension/strand displacement, fluorescence kinetic; note: % is set by controls: 0 for no effect and ±100 for the full control effect
#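 Reaction started by 50 nM substrate onto compound-treated Pol beta (10 nM, 15 min preincubation, room temperature); plates read at 0 min and 10 min. Normalized concentration-effect data fitted by four-parameter Hill equation.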
# Pol iota inh – inhibitors of human DNA polymerase iota | 390,000 tested, 1% active | Q9UNA4 | Potency, µM (titrated, usually from 115 µM), for inactives: top-dose activity, negative = inhibition, most hits filed as inhibitors | Pol iota fluorescent replication assay, 10 min | AID 588590
#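 Fluorescent replication assay read twice, at 0 min and 10 min after adding 50 nM (final) substrate. Enzyme (10 nM) and compounds were first incubated 15 min at room temperature; enzyme-free buffer wells were negative controls.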
# An asterisk follows results filed as active; ? = inconclusive; . = not tested or not shown; & = joins results of further samples; [ ] = remark or other dose. Calls come from the whole dose curve; as a rule, active = well fitted curve in the direction sought with a large enough effect; inconclusive = small, poorly fitted or top-dose-only effect, or another doubt; inactive = no such curve, though single readings can be large; an effect the other way counts as inactive or inconclusive. Potency is the fitted concentration of half-maximal effect. Some of the compounds tested (hit frequency here may not be typical).
# Short keys – A = BAZ2B inh; B = G9a block; C = BLM inh; D = JMJD2A Tudor; E = Pol kappa inh; F = APEX1 inh; G = Pol eta inh; H = Pol beta inh; I = Pol iota inh
> CO/N=C\CC(=O)Nc1ccc(Cl)c(Cl)c1
  A: -3% | B: 21%[59 µM] | C: -10% | D: 2% | E: -3% | F: 21% | G: -11% | H: 53% | I: 39%[activator]
> O=C1C(=O)N(Cc2ccco2)C(c2cccc(Cl)c2)/C1=C(\O)c1ccc2c(c1)OCCO2 (stereo not given)
  A: ? | B: ? | C: -5% | D: 79µM* | E: -11% | F: 1% | G: ? | H: -28% | I: ?
> CCCCC(=O)Nc1cc2nn(-c3ccc(OC)cc3)nc2cc1C
  A: -4% | B: -13%[59 µM] | C: -1% | D: -5% | E: -2% | F: 6% | G: -8% | H: 1% | I: -17%
> O=C(NCCCN1CCOCC1)NC1CCCCC1
  A: 7% | B: 8% | C: -2% | D: 11% | E: 2% | F: 2% | G: -11% | H: 22% | I: -3%
> Cc1ccc(-c2noc(-c3ccccc3NC(=O)C3CC(=O)N(c4cccc(C)c4)C3)n2)cc1 (stereo not given)
  A: -5% | B: 0%[59 µM] | C: -11% | D: -18% | E: -18% | F: . | G: 4% | H: 1% | I: -3%
> O=C(NC(Cc1c[nH]c2ccccc12)C(=O)O)c1ccc(Br)cc1 (stereo not given)
  A: ? | B: -38% | C: 1% | D: -11% | E: -19% | F: 8% | G: 1% | H: 5% | I: 28%
> Cc1csc(NC(=O)CCCc2cccs2)n1
  A: -10% | B: -3%[59 µM] | C: -5% | D: -19% | E: -3% | F: ? | G: -4% | H: 22% | I: 73%[activator]
> COc1ccc(CCn2c(SCC(=O)Nc3cc(C)on3)nc3ccccc3c2=O)cc1OC
  A: -18% | B: -2% | C: 1% | D: -10% | E: -3% | F: -3% | G: 1% | H: 35% | I: 8%
> COc1ccc(CN2CCN(CCC(C)C)C(CCO)C2)cc1Cn1cncn1 (stereo not given)
  A: 2% | B: -34% | C: 1% | D: -16% | E: 2% | F: 3% | G: 3% | H: 1% | I: -17%
> CCc1ccccc1N(C)S(=O)(=O)c1ccc2[nH]cc(C(=O)O)c(=O)c2c1
  A: ? | B: 45µM* | C: -4% | D: -18% | E: 3% | F: 0% | G: -14% | H: -5% | I: 92%[activator]
> CC(C)c1nc(SCC(=O)N2CCCc3ccccc32)c2c(=O)n(C)c(=O)n(C)c2n1
  A: 7% | B: -2%[59 µM] | C: -4% | D: -17% | E: 13% | F: -2% | G: -16% | H: -8% | I: 14%
> COc1ccccc1NC(=O)CSc1nncn1-c1cccnc1
  A: -3% | B: -2%[59 µM] | C: -1% | D: -11% | E: -21% | F: 2% | G: -6% | H: 2% | I: 11%
> COc1ccc(S(=O)(=O)NCc2ccncc2)cc1NC(=O)c1ccccc1C
  A: 12% | B: 8.9µM* | C: . | D: -23% | E: -12% | F: -6% | G: -4% | H: . | I: 15%
> CC(C)COC(=O)CCNc1n[nH]c(=O)[nH]c1=O
  A: 10% | B: 6%[59 µM] | C: -6% | D: 3% | E: -4% | F: -3% | G: 6% | H: ? | I: 51%[activator]
> CC(C)(C)c1nnc(NC(=O)CCS(=O)(=O)Cc2ccccc2)s1
  A: -10% | B: ? | C: -1% | D: -1% | E: -1% | F: 9% | G: -13% | H: 6% | I: 108%[activator]
> Cc1cc(S(=O)(=O)Nc2ccc(F)cc2)c(C)s1
  A: -1% | B: -1% | C: -11% | D: -7% | E: -11% | F: 0% | G: -7% | H: -1% | I: 14%
> CCCC(CCC)C(=O)OC1C[C@H]2CC[C@@H](C1)[N+]2(C)C (stereo not given in full)
  A: 2% | B: 5%[59 µM] | C: -3%&4% | D: -5% | E: 8% | F: -6% | G: -10% | H: 19% | I: 23%
> Cc1ccc2cc(CCNC(=O)c3ccc(S(=O)(=O)N4CCCCC4)cc3)c(=O)[nH]c2c1
  A: -22% | B: -19% | C: -3% | D: -17% | E: 6% | F: -1% | G: -23% | H: -7% | I: 7%
> COC(=O)C1=C(C)NC(=O)/C1=C\c1ccco1
  A: ? | B: -50% | C: 3% | D: -32% | E: -20% | F: -1% | G: 2% | H: ? | I: ?
> COc1nc(-c2ccccc2)ccc1-c1noc(C)n1
  A: 25% | B: 43%[59 µM] | C: -9% | D: 3% | E: -18% | F: 2% | G: -5% | H: -24% | I: 11%
> COc1ccc(C(CNC(=O)c2oc3ccc(Cl)cc3c2C)N2CCCCC2)cc1 (stereo not given)
  A: ? | B: -16% | C: 0%&2% | D: 12%&-31% | E: -1%&-21% | F: 34% | G: -2%&-12% | H: 2%&-3% | I: -28%&-23%
> CCN(CC)S(=O)(=O)c1cccc(NC(=O)C2CC(=O)N(c3ccc4c(c3)OCCO4)C2)c1 (stereo not given)
  A: -3% | B: 50µM* | C: . | D: -21% | E: 0% | F: 0% | G: -19% | H: . | I: 42%
> O=C(NC(=S)N1CCCC1)c1ccc(Cl)cc1Cl
  A: -20% | B: 11% | C: 0% | D: -3% | E: -2% | F: -12% | G: -1% | H: 14% | I: -12%
> Cc1ccc2oc(=O)c3cc(C(=O)NCCc4ccc(Cl)cc4)sc3c2c1
  A: -4% | B: 1%[59 µM] | C: -3% | D: 5% | E: -8% | F: . | G: -19% | H: 5% | I: 20%
> CCOc1ccc(NC(=O)CSc2oc(-c3cccs3)nc2S(=O)(=O)c2ccc(C)cc2)cc1
  A: -30% | B: 10%[59 µM] | C: -12% | D: -28% | E: 7% | F: . | G: ? | H: ? | I: 12%
> Cc1nc2scc(C)n2c(=O)c1S(=O)(=O)N1CCN(c2ccccc2)CC1
  A: 3% | B: 22% | C: 2% | D: -12% | E: 3% | F: 5% | G: -6% | H: 3% | I: 31%
> COc1ccccc1CCc1nnc(CCC(=O)N(C)Cc2cccc3cnccc23)o1
  A: -13% | B: 18% | C: -1% | D: -12% | E: -1% | F: 6% | G: 6% | H: 0% | I: 19%
> COc1ccc(CNC(=O)CN(C)S(=O)(=O)c2ccc3c(c2)c(=O)n(C)c(=O)n3C)cc1
  A: -14%&-6% | B: -3%&1%[59 µM] | C: -6%&0% | D: -18%&-1% | E: 5%&1% | F: 14% | G: -4%&1% | H: 48%&14% | I: 3%&17%
> O=C(Cn1nc(C(F)(F)F)c2c1CCCC2)Nc1ccc(Br)cc1
  A: 0% | B: -6%[59 µM] | C: -9% | D: 1% | E: -2%[60.1 µM] | F: . | G: -16% | H: 4% | I: 11%
> COc1ccc(OCC(=O)Nc2cc(-c3nn(C)c(=O)c4ccccc34)ccc2OC)cc1
  A: -39% | B: -25% | C: -7% | D: -24%[57.1 µM] | E: -20% | F: -3% | G: ? | H: 3% | I: -13%
> C/C=C/C(=O)Nc1cccc(C2=NOC3(C2)C[C@H](C(N)=O)N(C(=O)c2ccccc2C(=O)c2ccccc2)C3)c1 (stereo not given in full)
  A: -9% | B: 25%[12.7 µM] | C: -1% | D: . | E: . | F: 10% | G: . | H: 1% | I: .
> CC1(C)C(=O)Nc2ccccc2N1C(=O)COC(=O)CCSc1ccccc1
  A: -6% | B: -27%[2.33 µM] | C: 2% | D: ? | E: -17% | F: 3% | G: -6% | H: -24% | I: -6%
> CN(C)CCCN(C(=O)c1ccco1)c1nc2cc3c(cc2s1)OCO3
  A: -18% | B: -47% | C: 35%[activator] | D: -23% | E: -10% | F: -16% | G: -8% | H: ? | I: -26%
> CSc1ncc(Cl)c(C(=O)NCc2ccc3c(c2)OCO3)n1
  A: 30%[activator] | B: -1%[59 µM] | C: 1% | D: -4% | E: -13% | F: -1% | G: 1% | H: 4% | I: -9%
> CN(C)S(=O)(=O)N(CC(=O)Nc1ccc2ccccc2c1)c1ccccc1
  A: 13% | B: ? | C: -7% | D: -2% | E: -2% | F: 14% | G: -26% | H: -6% | I: 17%
> C=CCCCCCCCCC(=O)O
  A: . | B: 27%[59 µM] | C: 3% | D: . | E: -12%[60.1 µM] | F: -6% | G: . | H: . | I: .
> Cc1csc(SCC(=O)NC(=O)NCCC(C)C)n1
  A: -4% | B: -5% | C: -1% | D: -18% | E: -13% | F: -4% | G: -4% | H: 3% | I: 55%[activator]
> CCOC(=O)c1sc2ncnc(NCC(c3cccs3)N(C)C)c2c1C (stereo not given)
  A: -21% | B: 2%[59 µM] | C: -1% | D: -31% | E: -5% | F: -3% | G: 0% | H: -1% | I: -2%
> CC(C)(C)NC(=O)C(OC(=O)c1cccs1)c1ccccc1 (stereo not given)
  A: -24% | B: 12% | C: 1% | D: 3% | E: 2% | F: 3% | G: -9% | H: 34% | I: -1%
> O=C(Nc1ccc2c(c1)OCO2)c1ccc2c(c1)S(=O)(=O)c1ccccc1C2=O
  A: . | B: . | C: . | D: -19% | E: 3% | F: . | G: -10% | H: . | I: 18%
> CCOC(=O)C1(C(=O)OCC)NC(=O)CC1C (stereo not given)
  A: . | B: . | C: . | D: -13% | E: -23% | F: . | G: -2% | H: . | I: ?
> CC(=O)C1C(c2ccc(Cl)cc2)c2c(noc2C)CC1(C)O (stereo not given)
  A: -12% | B: 21% | C: -1% | D: -6% | E: 5% | F: -4% | G: -3% | H: ? | I: 13%
> CCN1C/C(=C/c2ccc(N3CCOCC3)cc2)C(=O)/C(=C/c2ccc(N3CCOCC3)cc2)C1
  A: ? | B: 40µM* | C: -8% | D: -30% | E: ? | F: -8% | G: ? | H: ? | I: 79µM*
> CCC(CC)C(=O)Nc1c2c(nn1-c1ccc(C)cc1)CS(=O)(=O)C2
  A: 4% | B: -7% | C: -6% | D: -1% | E: -13% | F: 30% | G: 10% | H: 29% | I: 30%
